Source: PubChem
Y pestis TopoI = inhibitors of Yersinia pestis topoisomerase I | Y. pestis Topo-I cleavage product accumulation, plate reader | activity, % at 10 µM | 360,000 tested, 0.064% active; in the data active means activity above about 50%, passing the limit was not always enough; inconclusive means no clear call, values can overlap the other calls; further: inactives centre near 2
BoNT A protease = blocks Botulinum neurotoxin A light chain protease; multiplex microsphere protease substrate cleavage, flow cytometry; inhibition, % at 10 µM; 360,000 tested, 0.17% active; AID 588499; further: plate controls were buffer without enzyme for full effect and enzyme alone for no effect
Vc quorum ag = inducers of Vibrio cholerae quorum light production without autoinducers. V. cholerae BH1578 lux reporter, luminescence, 6 h. activation, % at 18.7 µM. 350,000 tested, 0.16% active. AID 588436; in the data active means activation mostly above about 9.7%, no sharp cut-off; inconclusive means no clear call, values can overlap the other calls; inactive means mostly below about 3.7%; further: not every result past the cut was called active; inactives centre near 0; reference of the scale not given here
Anthrax LF prot = blocks Bacillus anthracis lethal factor protease; P15917; multiplex microsphere protease cleavage assay, LF; inhibition, % at 10 µM; 360,000 tested, 0.12% active; AID 588501; further: plate controls were buffer without enzyme for full effect and enzyme alone for no effect
SARS 3CLpro inh = SARS-CoV 3CLpro protease inhibition; P0C6X7; recombinant SARS-CoV 3CLpro, quenched FRET peptide cleavage; inhibition, % at 6 µM; 290,000 tested, 0.14% active; AID 1706; in the data active means inhibition above about 12%
TcdB inh = blocks C. difficile toxin B glycohydrolase activity; P18177; TcdB glycohydrolase enzymatic assay, plate reader; inhibition, % at 9.99 µM; 350,000 tested, 0.24% active; AID 652162; in the data active means inhibition above about 10%
SSB-PriA inh = K. pneumoniae PriA-SSBct interaction inhibition | inhibition, % at 33 µM | AlphaScreen SSBct-PriA binding, biotinylated peptide | 430,000 tested, 0.6% active; in the data active means inhibition mostly above about 37%, no sharp cut-off; inactive means mostly below about 20%;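 further: plate controls were negative control peptide for no effect and reference peptide for full effect; strong numbers were not always called active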
PrPC surface inh = inhibitors of human cell surface prion protein PrPC. 370,000 tested, 0.43% active. inhibition, % at 13.8 µM. TR-FRET read-out; in the data active means inhibition above about 24%; further: 0% = median of the test wells and 100% = reference compound wells
PfHsp40 yeast = compounds rescuing yeast from Plasmodium falciparum HSP40 toxicity. S. cerevisiae expressing PfHsp40, growth rescue, ATP luminescence. growth rescue, % at 12.5 µM. 340,000 tested, 0.68% active; in the data active means growth rescue above about 28%, passing the limit was not always enough; inconclusive means no clear call, values can overlap the other calls;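 further: yeast W303a lacking pdr1 and pdr3 grown in galactose medium; growth measured after three days at 30 °C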
Active calls of the source: *; i = inactive; ? = inconclusive; nt = no result given. Unless noted, no stated cut-off is given here; in the data, active means inhibition above about 30%; inconclusive means no clear call, values can overlap the other calls; inactive means below that.

SMILES	Y pestis TopoI	BoNT A protease	Vc quorum ag	Anthrax LF prot	SARS 3CLpro inh	TcdB inh	SSB-PriA inh	PrPC surface inh	PfHsp40 yeast
O=C(COC(=O)/C=C/c1cccc(F)c1)Nc1ccc(Cl)cn1	-0.2	-1.5	-2.1	-0.3	-4.8	1.0	1.2	2.1	0.7
Cc1ccc(/C=N/NC(=O)c2ccncc2)s1	-2.2	8.7	-0.7	?	-0.3	-0.5	i	-2.4	-1.6
O=C(O)c1[nH]c2ccccc2c1C(c1ccccc1)c1c(C(=O)O)[nH]c2ccccc12	-0.5	1.7	-1.7	-1.5	2.2	2.0	-3.1	11.8	22.8
Cc1ccc(S(=O)(=O)N2CCCCC2)cc1NC(=O)Cc1c[nH]c2ccccc12	2.8	1.2	-0.3	4.6	-0.2	-15.8	-2.6	15.1	-0.9
Cc1cnc(C(=O)N(CCCn2ccnc2)C2C(=O)Nc3ccccc3N=C2c2ccccc2)cn1 (stereo unspecified)	nt	-0.5	nt	5.4	nt	0.8	nt	-0.7	nt
O=C(Nc1ccccc1)NC1(C(=O)N2CCC(O)CC2)CCCCC1	3.7	1.1	-0.2	7.8	-5.1	0.9	2.8	0.5	-0.4
COc1cc(/C=C2/NC(=O)N(Cc3ccccc3F)C2=O)cc(OC)c1O	-2.9	0.8	-0.5	-0.7	-1.1	-12.3	4.1	-12.4	0.5
Cc1nn(C)c(C)c1NC(=O)CSc1nc(-c2ccccc2F)nc2c1cnn2-c1ccccc1	0.8	-0.6	i	-7.7	nt	1.9	-1.3	-1.1	-0.8
CCOC(=O)CN1C(=O)C(=O)N(Cc2ccccc2F)C1=O	2.7	-0.4	i	-8.8	-0.1	0.1	-6.4	-1.0	-0.7
CCCCOC(=O)CSC1=C(C#N)C(c2cccnc2)C(C(=O)OCC)=C(c2ccccc2)N1 (stereo unspecified)	40.8	0.7	i	-4.2	2.1	-0.6	-3.2	11.4	1.5
CC(NC(=O)CCc1nnc(-c2ccc(-c3ccccc3)cc2)o1)c1nccs1 (stereo unspecified)	34.2	-0.4	0.6	-6.3	-0.7	0.4	-2.0	14.8	0.5
Cc1ccc(NS(=O)(=O)c2ccc(Cl)c(C(=O)Nc3cccc(C(=O)O)c3)c2)cc1	-5.0	-2.8	i	-3.7	1.3	4.1	-16.1	-9.8	0.5
CCOc1ccc(S(=O)(=O)N2CCC(C(=O)NC3CCCC3)CC2)cc1	-4.2	1.9	i	6.8	2.2	0.2	13.4	-3.6	-0.6
CC1(c2nnc(-c3cccc(Cl)c3)o2)CC(c2c(Cl)cccc2Cl)=NO1 (stereo unspecified)	27.6	0.3	1.7	-1.8	nt	nt	-27.1	1.2	-0.3
COc1cccc(NC(=O)Nc2nnc([C@H]3C[C@H](O)[C@@H](CO)O3)s2)c1	-1.1	-0.1	-0.4	-5.0	nt	0.9	nt	4.0	nt
COc1ccc(CN2C(=O)C(CC(=O)NC3CC3)CC(C(=O)N(C)C)=C2C)cc1 (stereo unspecified)	1.3	-0.1	i	-6.3	nt	0.6	nt	-5.2	nt
Cc1ccc(C(CC(N)=O)c2ccco2)cc1 (stereo unspecified)	-3.5	2.1	-1.7	3.4	-3.5	nt	-20.4	-2.8	1.2
CC(NC(=O)CCC(=O)c1ccc(F)cc1)C1CC2CCC1C2 (stereo unspecified)	12.3	-0.3	-0.5	-5.8	5.0	2.1	-4.5	3.6	0.7
CC(=O)c1nn(-c2cccc(Cl)c2)cc1C(=O)c1ccco1	-5.7	0.1	i	-2.3	-1.7	nt	-8.8	3.5	-0.6
Cc1cc2oc(C(=O)NCCc3ccc(S(N)(=O)=O)cc3)c(C)c2cc1C	18.1	-0.2	i	-7.7	0.7	0.1	-9.8	14.2	-1.2
Cc1ccc(N2C3=C(C(=O)CC(C)(C)C3)C(c3cn(C)nc3C)C3=C2CC(C)(C)CC3=O)cc1	8.6	29.1	-0.4	12.4	nt	-0.2	2.1	7.4	0.9
COc1nc2ccccc2c(=O)n1-c1ccc(Cl)cc1	-2.0	-1.5	-0.3	-1.2	-2.7	1.0	-3.4	6.8	-2.3
Cc1ccc2nc(C)cc(C(=O)Nc3nccs3)c2c1	0.1	0.5	-1.2	-0.8	-6.5	0.8	-4.7	-4.6	-0.9
Cc1cc(NC(=O)c2cc(S(=O)(=O)N3CCCCC3)ccc2C)no1	3.3	0.0	i	6.4	nt	1.4	0.5	8.9	-1.0
Cc1occc(=O)c1OCc1c(F)cccc1Cl	4.3	-1.2	0.6	-4.4	-2.8	1.5	-22.3	-1.5	-1.6

Some values from the results shown.
PfHsp40 yeast, `O=C(O)c1[nH]c2ccccc2c1C(c1ccccc1)c1c(C(=O)O)[nH]c2ccccc12` : 22.8
Anthrax LF prot, `CCOc1ccc(S(=O)(=O)N2CCC(C(=O)NC3CCCC3)CC2)cc1` : 6.8
SSB-PriA inh, `CC1(c2nnc(-c3cccc(Cl)c3)o2)CC(c2c(Cl)cccc2Cl)=NO1` (stereo unspecified) : -27.1

Later entries
SMILES	Y pestis TopoI	BoNT A protease	Vc quorum ag	Anthrax LF prot	SARS 3CLpro inh	TcdB inh	SSB-PriA inh	PrPC surface inh	PfHsp40 yeast
O=C(Cc1noc2ccccc12)NNC(=S)Nc1ccccc1	4.0	-0.6	-3.3	-1.0	4.5	-1.3	0.6	3.0	-0.8
CCCCNC(=O)CCCCn1c(=S)[nH]c2c([nH]c3ccc(OC)cc32)c1=O	-1.1	-0.3	i	7.1	-0.4	1.2	6.3	-1.9	1.0
Cc1cccc(NC(=S)NNC(=O)c2csc3c2CCC(C)C3)c1 (stereo unspecified)	1.8	0.2	-1.7	-1.8	1.7	0.3	9.0	9.1	104.5*
CCOc1cc(/C=N/N2C(=O)NC3(CCCCC3)C2=O)cc(Br)c1O	-1.6	-0.3	-0.3	-5.9	-1.9	0.5	nt	4.0	0.5
CCC(N)Cc1c[nH]c2ccccc12 (stereo unspecified)	-1.0	-2.0	0.4	21.1	-0.3	0.1	5.8	-5.2	-0.1
CC(C)C[C@H]1CNC(=S)N1CC1CCN(CCC23CC4CC(CC(C4)C2)C3)CC1	20.9	-0.7	-1.4	3.5	nt	0.5	0.6	-3.8	-0.1
Cc1cc(OCC(O)CN2CCc3ccccc3C2)cc(C(C)C)c1 (stereo unspecified)	36.6	-2.6	-0.8	-3.8	1.8	0.6	7.5	-5.8	-0.6
Fc1ccc(-c2nnc(CSc3nnc4ccccn34)o2)cc1	-6.6	-0.5	i	-1.1	-7.7	0.3	-10.7	-1.1	0.4
Cc1ccc(O)c(NC(=O)C2CCCN2C(=O)OCc2ccccc2)c1 (stereo unspecified)	-7.0	-0.5	i	-2.5	-0.9	2.6	0.4	5.4	0.5
Cc1cc(C(F)(F)F)nn1CC(=O)N(C)C1CCCCC1	-4.1	0.3	-0.3	0.6	-1.3	nt	-20.8	8.4	-0.5
CCCc1cc(=O)[nH]c(NCCc2ccccc2)n1	-4.8	4.1	0.8	-3.6	-0.1	0.0	-5.8	0.8	-0.2
Brc1ccc(CNCc2cccs2)cc1	2.4	-0.1	0.3	-1.0	4.3	nt	-6.8	-1.6	-0.7
CCN1CCN(C(=O)CN(CC)S(=O)(=O)c2ccc(F)cc2)CC1	2.5	-1.6	i	2.6	-1.8	1.4	0.9	8.2	1.1
COc1ccccc1CNC(=O)c1cc2c(C)nn(Cc3ccc(F)cc3)c2s1	20.2	0.7	-0.3	-0.7	-1.1	nt	-13.9	11.0	3.1
Cc1cccc(C)c1OCC(=O)N(Cc1ccco1)C1CCS(=O)(=O)C1 (stereo unspecified)	3.7	0.3	-0.2	2.3	4.1	nt	-3.3	nt	2.0
CCCCN1CCc2c([nH]c3c(C)cccc23)C1=O	3.4	1.0	0.1	0.0	1.9	nt	-11.4	1.7	-0.6
O=C(COC(=O)c1ccccc1Br)Nc1ccc2[nH]c(=O)[nH]c2c1	-5.7	-6.4	i	-2.2	nt	1.4	1.8	0.6	1.8
COC(=O)c1ccccc1N/C=C1\CCc2c(c(C)nn2-c2ccccn2)C1=O	21.1	-0.8	i	1.3	-3.8	nt	nt	5.3	2.1
CC(C)c1ccc(NC(=O)C2CSC3(C)CCC(=O)N23)cc1 (stereo unspecified)	-3.0	-1.8	i	0.1	-5.9	0.3	-7.2	2.9	0.4
CN(C)CCNC(=O)NC1CCCCC1	-2.2	-0.8	-0.2	-1.2	0.2	nt	-11.7	2.7	-0.6
CS(=O)(=O)N1CCC(C(=O)Nc2cccc(C(F)(F)F)c2)CC1	2.4	-2.5	7.1	4.3	-2.2	nt	-21.1	-5.4	0.2
Cc1cccc(-n2c(C)nc3c(cnn3-c3ccc(F)cc3)c2=O)c1	9.5	-0.8	-0.3	2.1	0.9	nt	-12.2	10.2	1.2
CC1Cc2ccccc2N1CC(=O)Nc1ccc(N2CCOCC2)cc1 (stereo unspecified)	-2.7	0.7	-0.8	-3.3	-3.9	0.7	8.0	-0.8	-0.1
O=C(Nn1c(SCc2ccc([N+](=O)[O-])cc2)nc2ccccc2c1=O)c1ccc(F)cc1	-13.1	-0.1	i	5.7	0.9	-0.5	13.2	2.1	-0.1
N/C(=N\N=C/c1ccc(-c2ccc(O)c(C(=O)O)c2)o1)N[N+](=O)[O-]	-9.9	-1.7	-0.4	-3.9	-2.2	nt	nt	-12.3	0.2
Additional compounds
SMILES	Y pestis TopoI	BoNT A protease	Vc quorum ag	Anthrax LF prot	SARS 3CLpro inh	TcdB inh	SSB-PriA inh	PrPC surface inh	PfHsp40 yeast
CCC(CC)NCc1ccc2c(c1)c1ccccc1n2CC	12.1	-0.6	i	-1.1	0.5	1.9	-11.4	6.7	-1.7
Cn1c(CNC(=O)CNS(=O)(=O)c2ccccc2)cc(=O)n(C)c1=O	-0.3	-2.3	i	-2.7	-0.7	-0.8	-7.2	2.6	-1.6
Cc1cc(C)cc(NC(=O)c2ccc(CSc3nnnn3C)cc2)c1	2.0	0.4	nt	-1.3	2.3	0.2	5.2	3.5	0.9
Cc1ccc(C(=O)CCC2CCCCC2=O)cc1 (stereo unspecified)	5.3	?	-1.3	-0.1	4.3	1.2	-3.3	-2.7	0.4
O=C(CSc1cccc(C(F)(F)F)c1)Nc1cc(S(=O)(=O)N2CCCC2)ccc1Cl	11.8	-0.3	-0.2	-0.2	-1.1	nt	-6.9	6.0	-0.1
COC(=O)CCCC(=O)NCC1(N(C)Cc2ccccc2)Cc2ccccc2C1	23.9	-3.9	i	-4.1	3.0	0.9	-3.0	2.3	-0.3
O=C(NC1CCCCC1)N1CCCCCCC1	-1.2	-1.4	i	-9.7	0.3	nt	4.9	-1.0	-1.0
COc1ccccc1OCCNC(=O)c1ccc(Br)cc1	3.5	-5.4	i	-23.7	1.8	1.7	2.8	-9.0	167.6*
Cc1cc2c(cc(C(=O)N3CCC(C(=O)NC4CCCC4)CC3)n2Cc2c(F)cccc2Cl)o1	11.5	0.1	-0.6	-2.7	nt	0.3	-7.8	7.1	-1.4
CCn1c(SCC(=O)Nc2ccc(C(=O)OC)cc2)nc2cccnc21	-6.9	-0.2	-1.0	-2.5	-2.0	nt	-14.6	2.8	-1.1
CN(C)c1ccc(/C=N/NC(=O)CNC(=O)c2ccncc2)cc1	-1.0	-0.2	i	4.0	1.2	-0.5	nt	-2.5	-0.7
CCC(Oc1cccc(C)c1)C(=O)Nc1ccccc1C(=O)N1CCOCC1 (stereo unspecified)	11.5	0.5	i	-0.4	-2.9	1.1	0.0	4.5	-1.2
C=CCCC1CN(Cc2ccco2)S(=O)(=O)c2c(F)cccc2O1 (stereo unspecified)	10.3	-0.1	0.6	-0.9	nt	1.5	-7.7	8.2	0.2
CCN(CC)CCN(Cc1cc2cc(C)ccc2[nH]c1=O)C(=S)Nc1ccccc1	0.9	0.5	i	2.2	-2.7	-1.4	12.9	-8.6	-0.2
COC(=O)CC/C(C)=N\Nc1ccc([N+](=O)[O-])cc1[N+](=O)[O-]	1.8	-1.4	-0.3	-0.2	7.2	nt	nt	-13.5	-1.7

This is a subset; the hit share may differ from the screen's.
